OXTR potentiator: potentiates the human oxytocin receptor response; P30559; CHO-OTR cells, Fluo-8 calcium fluorescence, potentiator mode; 0% = oxytocin EC15, 100% = EC100; activation, % at 3 µM; 320,000 tested, 0.061% active; AID 2445;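 active means activation above that plate's cutoff, the mean activation of tested compounds plus 3 SD, cut at about 6.6% in these data, passing the limit was not always enough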;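 further: 100% uses oxytocin at 75 nM as the full agonist control; some results filed as inactive read as strong as hits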
Target sequence (P30559 whole entry, looked up): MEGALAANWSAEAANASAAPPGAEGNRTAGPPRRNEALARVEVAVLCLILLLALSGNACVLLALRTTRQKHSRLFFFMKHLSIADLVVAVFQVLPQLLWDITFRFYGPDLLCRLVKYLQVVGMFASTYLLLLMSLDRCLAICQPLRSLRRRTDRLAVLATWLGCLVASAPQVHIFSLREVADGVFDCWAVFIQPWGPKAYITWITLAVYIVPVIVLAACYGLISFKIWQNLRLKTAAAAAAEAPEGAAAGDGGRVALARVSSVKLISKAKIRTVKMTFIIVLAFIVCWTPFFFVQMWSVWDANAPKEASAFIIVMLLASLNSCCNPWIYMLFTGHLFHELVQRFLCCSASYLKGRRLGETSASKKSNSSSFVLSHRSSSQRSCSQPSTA
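assay system = CHO-OTR cells, human receptor | schedule = compound 6 min at room temperature before oxytocin, 100 s read | detection = Fluo-8 intracellular calcium fluorescence, ex 470-495, em 515-575 nm | evaluation = normalized max/min fluorescence ratio, % activation | control set = EC15 oxytocin alone as 0%, 75 nM oxytocin (EC100) as 100%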
TAAR1 ag: human TAAR1 agonism; CHO RD-HGA16 TAAR1, Fluo-8 calcium fluorescence; vehicle wells 0%, saturating PEA agonist 100%; activation, % at 3 µM; Q96RJ0; 360,000 tested, 0.99% active;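 active means activation above the mean activation of all test compounds in the run plus 3 SD, cut at about 38% in these data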
Target sequence (Q96RJ0 whole entry, looked up): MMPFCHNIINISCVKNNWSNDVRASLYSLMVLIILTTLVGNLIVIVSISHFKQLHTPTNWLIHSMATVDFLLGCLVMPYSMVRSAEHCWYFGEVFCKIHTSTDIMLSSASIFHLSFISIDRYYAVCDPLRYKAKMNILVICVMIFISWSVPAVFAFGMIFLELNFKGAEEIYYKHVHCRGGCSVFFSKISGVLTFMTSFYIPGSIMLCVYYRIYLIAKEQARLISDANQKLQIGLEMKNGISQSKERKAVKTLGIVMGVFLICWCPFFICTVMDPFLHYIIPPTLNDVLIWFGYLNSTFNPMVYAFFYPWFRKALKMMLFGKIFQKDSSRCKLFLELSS
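Repeats: no replicates (n 1) | Material: CHO-derived RD-HGA16 cells with stable Gα16 and human TAAR1 | Technique: Kinetic Fluo-8 calcium fluorescence | Schedule: 17-24 h seeding, 75 min 37 °C dye, 30 min RT | Evaluation: % activation from peak over basal fluorescence ratio, DMSO-to-PEA scaled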
CHO-K1 Ca antag: counter-screen for M1 antagonists: effect in parental CHO-K1 cells. ATP-induced calcium, Fluo-8 fluorescence. inhibition, % at 3 µM. 360,000 tested, 0.6% active. AID 602250;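 active means inhibition above a per-plate cutoff, the plate's mean sample inhibition plus 3 SD, cut at about 24% in these data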;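 further: 0% = DMSO plus EC80 ATP and 100% = DMSO alone without ATP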
TAAR1 antag: human TAAR1 antagonism | AID 624466 | CHO RD-HGA16 TAAR1, Fluo-8 calcium fluorescence, antagonist | inhibition, % at 3 µM | 360,000 tested, 1.5% active;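 active means inhibition above a per-plate cutoff, the mean inhibition of test compounds on that plate plus 3 SD, cut at about 49% in these data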;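 further: 0% = DMSO plus EC80 beta-PEA response and 100% = DMSO alone without agonist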
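Test system: hTAAR1-expressing CHO RD-HGA16 cells, Gα16-coupled; Probe or stimulus: EC80 β-phenethylamine stimulus; Compound dosing: single nominal final test compound concentration of 3 µM; Timing: 140 s kinetic read after compound, 140 s after agonist; Signal: Fluo-8 calcium-sensitive fluorescence; Measure: % inhibition of agonist calcium response; Controls: DMSO and EC80 PEA controls.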
CHRM1 antagonist: human CHRM1 antagonism; CHO-K1 hM1, Fluo-8 calcium fluorescence, ACh EC80 antagonist; AID 588852; 360,000 tested, 1.3% active; P11229; inhibition, % at 3 µM;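 active means percent inhibition above its own plate's cutoff, namely the mean of that plate's compound wells plus 3 SD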;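 further: peak over basal fluorescence ratio during 140 s after agonist addition; 0% = ACh EC80 plus DMSO and 100% = DMSO alone without agonist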
M1 ag: agonists of human M1 muscarinic receptor | P11229 | CHO-K1 hM1, Fluo-8 calcium fluorescence, agonist mode; 0% DMSO, 100% acetylcholine EC100 | activation, % at 3 µM | 360,000 tested, 0.33% active | AID 588814;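 active means activation above the run's mean compound activation plus 3 SD, cut at about 16% in these data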;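 further: peak over basal fluorescence ratio within a 140 s kinetic read after compound addition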
CHO-K1 Ca ag: counter-screen for M1 agonists: effect in parental CHO-K1 cells | 360,000 tested, 0.48% active | Fluo-8 calcium fluorescence; scaled to maximal ATP response, vehicle zero | activation, % at 3 µM; in the data active means activation above about 15%;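 further: untransfected CHO-K1 host cells lacking M1 receptor as counterscreen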
CHO parental Ca: signal in parental CHO cells, OX1R antagonist counter-screen | parental CHO-K1, ATP-induced calcium, Fluo-8 fluorescence | inhibition, % at 5.6 µM | 330,000 tested, 0.63% active;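 active means inhibition above that plate's mean sample inhibition plus 3 SD, cut at about 26% in these data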;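 further: 0% = ATP-challenged DMSO wells and 100% = DMSO wells without ATP; some compounds past the cut are filed as inactive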
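Material: Parental CHO cells | Reagent: ATP | Compound dosing: Single nominal dose of 5.6 µM per compound | Detection: Intracellular calcium via Fluo-8 no-wash fluorescent dye | Read-out: % inhibition of ATP-induced calcium mobilization | Benchmarks: Low control ATP plus DMSO, high control DMSO only | Replicates: Singlicate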
CHO-K1 Ca PAM: M1 PAM counterscreen hit in parental CHO-K1 cells; ATP EC20, Fluo-8 calcium fluorescence; 0% at ATP EC20, 100% at ATP max; activation, % at 3 µM; 360,000 tested, 0.02% active;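 active means activation above the run cutoff, the mean activation of all test compounds plus 3 SD, cut at about 40% in these data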;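 further: peak over basal fluorescence ratio in a 140 s read after ATP addition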
An asterisk follows results filed as active; . = no result given. Not a hit list; 4.2% or so of the library scored in one or more.

cpd	Compound	OXTR potentiator	TAAR1 ag	CHO-K1 Ca antag	TAAR1 antag	CHRM1 antagonist
1	CCOC(=O)CSCC(=O)Nc1c(C(=O)C2CC2)oc2ccccc12	0	-1	5	6	1
2	CCCCCCCN1C(Nc2ccccc2)=NC[C@@H]1C	-12	7	1	1	2
3	CCCCCOCC(O)CCC(=O)NN (stereo not drawn)	-8	2	1	-11	-13
4	COc1ccc(C(=O)COC(=O)c2cc([N+](=O)[O-])ccc2N2CCOCC2)c(OC)c1	-2	2	-12	23	-2
5	CCOC(=O)C1=C(N)N2C(=O)CSC2=C(C(=O)OC)C1	-5	1	-7	-6	0
6	CCc1nnc(NS(=O)(=O)c2ccc(N/C=C/C(=O)c3ccc(C)cc3)cc2)s1	-6	8	-9	14	-7
7	CC(=O)N=C1SC2CS(=O)(=O)CC2N1c1c(Cl)cccc1Cl (stereo not drawn)	-8	12	-1	14	-12
8	Cn1c(CNS(=O)(=O)c2cccc(Cl)c2)cc(=O)n(C)c1=O	3	1	-6	-19	-3
9	CC(C)NC(=O)CSCc1ccccc1Cl	-11	0	8	4	3
10	NS(=O)(=O)c1ccc(CNS(=O)(=O)c2cc(Cl)ccc2Cl)cc1	-5	1	13	-16	-6
11	Cc1c(C(=O)NCCSCc2ccccc2Cl)cccc1[N+](=O)[O-]	-4	3	-6	17	5
12	O=C(Nc1ccc(Cc2ccncc2)cc1)C1CCC(N2C(=O)C3C4C=CC(C5CC45)C3C2=O)CC1 (stereo not drawn)	-25	5	3	3	-10

cpd	M1 ag	CHO-K1 Ca ag	CHO parental Ca	CHO-K1 Ca PAM
1	-4	-0.1	-11	18
2	-14	0.2	-9	-4
3	-5	0.1	1	-4
4	-3	0.3	-11	9
5	-1	0.2	-3	16
6	-3	-0.3	-14	12
7	-2	0.0	-3	0
8	-2	0.5	-7	8
9	-3	0.0	-9	-9
10	-1	0.1	-2	-1
11	-5	2.1	-17	3
12	1	3.9	-6	14

The last six entries of the part before are carried over, then new ones follow.
cpd	Compound	OXTR potentiator	TAAR1 ag	CHO-K1 Ca antag	TAAR1 antag	CHRM1 antagonist
7	CC(=O)N=C1SC2CS(=O)(=O)CC2N1c1c(Cl)cccc1Cl (stereo not drawn)	-8	12	-1	14	-12
8	Cn1c(CNS(=O)(=O)c2cccc(Cl)c2)cc(=O)n(C)c1=O	3	1	-6	-19	-3
9	CC(C)NC(=O)CSCc1ccccc1Cl	-11	0	8	4	3
10	NS(=O)(=O)c1ccc(CNS(=O)(=O)c2cc(Cl)ccc2Cl)cc1	-5	1	13	-16	-6
11	Cc1c(C(=O)NCCSCc2ccccc2Cl)cccc1[N+](=O)[O-]	-4	3	-6	17	5
12	O=C(Nc1ccc(Cc2ccncc2)cc1)C1CCC(N2C(=O)C3C4C=CC(C5CC45)C3C2=O)CC1 (stereo not drawn)	-25	5	3	3	-10
13	CCN(CC)C(=O)c1cccc(-c2csc(C(O)c3cccc(Cl)c3)n2)c1 (stereo not drawn)	.	3	7	57*	3
14	COc1ccc2c(CC(=O)OCC(=O)c3ccc(F)cc3)coc2c1	-13	21	16	22	-20
15	O=C(NCc1cccnc1)c1cc(C2CCCCN2C(=O)OCc2ccccc2)on1 (stereo not drawn)	.	7	-16	-16	-1
16	Cc1[nH]nc(N2CCCCCC2)c1[N+](=O)[O-]	-19	13	-1	3	-11
17	O=S(=O)(c1ccc(Br)cc1)N1CCCc2ccccc21	-19	-1	-5	11	0
18	Cc1c(C(=O)O)sc2nc3n(c(=O)c12)CCCCC3	-1	6	-1	-8	-15
19	O=C(O)c1ccc2cc(-c3ccccc3)[nH]c2c1	-4	3	-10	-28	6
20	CC(=O)Nc1ccc(N2CCN(Cc3ccccc3)CC2)cc1	-2	3	9	0	-6
21	C/C(=C\c1cccc(Cl)c1)C(=O)c1c(C)cc(C)[nH]c1=O	-10	-2	2	11	-18
22	CCS(=O)(=O)n1nc(-c2ccccc2)nc1SC	-9	8	-2	5	-41
23	O=C(CCCCCn1c(=S)[nH]c2cc3c(cc2c1=O)OCO3)N1CCN(c2ccccc2)CC1	-3	1	-8	-2	-10
24	Cc1ccc(-c2csc3n[nH]c(=S)n23)cc1	-11	4	2	4	2

cpd	M1 ag	CHO-K1 Ca ag	CHO parental Ca	CHO-K1 Ca PAM
7	-2	0.0	-3	0
8	-2	0.5	-7	8
9	-3	0.0	-9	-9
10	-1	0.1	-2	-1
11	-5	2.1	-17	3
12	1	3.9	-6	14
13	2	8.5	.	-5
14	-2	-0.2	25	-6
15	-6	2.0	.	12
16	-1	-0.2	-1	-1
17	-6	0.1	-12	7
18	-1	0.4	-14	3
19	-3	0.1	1	10
20	-7	0.6	-2	-18
21	-6	1.9	-15	-2
22	-1	-0.3	2	-7
23	-2	0.3	-26	9
24	-3	0.8	-9	7

The listing continues.
cpd	Compound	OXTR potentiator	TAAR1 ag	CHO-K1 Ca antag	TAAR1 antag	CHRM1 antagonist
25	CC1=Nn2c(nnc2-c2cccs2)SC1	-12	16	3	3	-4
26	COc1ccc(S(=O)(=O)N2CCCCC2)cc1NC(=O)c1ccc2c(c1)OCO2	-11	2	-4	-5	-5
27	CCOCCCNC(=O)C1CCN(S(=O)(=O)c2c(C)noc2/C=C\c2ccc(OC)cc2)CC1	2	0	-11	9	-4
28	Cc1c(NC(=S)N/N=C/c2ccc(O)cc2)c(=O)n(-c2ccccc2)n1C	-11	20	-28	-17	-4
29	O=C(NNC(=O)C1CCN(S(=O)(=O)c2ccc(Cl)cc2)CC1)c1ccncc1	3	6	12	-2	0
30	CC(C)(C)n1nnnc1C(c1cc2ccccc2o1)N(CCC#N)Cc1ccccc1 (stereo not drawn)	.	0	-18	-11	.
31	C(=N\Nc1ccc2ccccc2n1)/c1ccc2c(c1)OCCO2	-1	9	-8	-1	1
32	CC1(C)Cc2c(sc(NC(=O)c3ccco3)c2C#N)CO1	0	3	-1	4	-5
33	COc1ccc2cc3cc(C(=O)NC4CC4)sc3nc2c1	-3	1	-1	-5	-5
34	COc1ccc(OC)c(-c2cc(C(=O)NCCN3CCOCC3)no2)c1	1	.	-1	.	10
35	COC(=O)CNc1nc(-c2cccnc2)nc2ccccc12	-19	5	1	7	-21
36	Cc1cccnc1NC(=O)c1ccc(S(=O)(=O)N2CCCC2)cc1	.	0	-12	-3	0

cpd	M1 ag	CHO-K1 Ca ag	CHO parental Ca	CHO-K1 Ca PAM
25	-2	1.0	2	11
26	-6	0.7	-3	23
27	-5	0.5	-12	19
28	-2	0.8	-3	27
29	-2	-0.5	-3	-7
30	.	0.4	.	12
31	-4	0.2	-19	13
32	-3	0.9	2	20
33	-1	4.6	-15	-5
34	-3	3.0	-6	5
35	-2	1.1	-7	13
36	-9	0.3	.	17

The results go on.
cpd	Compound	OXTR potentiator	TAAR1 ag	CHO-K1 Ca antag	TAAR1 antag	CHRM1 antagonist
37	CCC(C(=O)OCC(=O)N(CC)c1c(N)n(Cc2ccccc2)c(=O)[nH]c1=O)c1ccccc1 (stereo not drawn)	-4	5	-24	-14	-6
38	O=C(NCCS(=O)(=O)N1CCN(c2cccc(Cl)c2)CC1)c1ccco1	-2	1	0	-12	-1
39	Cc1ccc(Oc2cc(NC(=O)CCCn3nc([N+](=O)[O-])cc3C)cc([N+](=O)[O-])c2)cc1	-9	9	-11	44	15
40	O=C(COC(=O)c1cc(S(=O)(=O)N2CCOCC2)ccc1F)NC1CC1	2	-3	13	2	-3
41	Cc1cc(C)cc(NC(=O)CN2CCN(C(=O)C3CCCO3)CC2)c1 (stereo not drawn)	-3	6	7	-23	0
42	Cc1cc2occ(CC(=O)N(CC(C)C)c3c(N)n(Cc4ccccc4)c(=O)[nH]c3=O)c2cc1C	-7	3	0	-28	13
43	CC(C)C[C@H](NC(=O)c1nc[nH]c1C(=O)N1CCNCC1)C(=O)OCc1ccccc1	-3	0	2	12	1
44	COc1ccc(C(C(=O)NC2CCCCC2)N(Cc2ccco2)C(=O)CNC(=O)c2ccco2)cc1 (stereo not drawn)	-16	10	-14	12	0
45	CCC(C)NC(=O)C1=C(C)C(=O)OC12CCC(C)CC2 (stereo not drawn)	-9	1	10	-3	-7
46	CC(C)C(=O)OC1CCS(=O)(=O)c2sccc21 (stereo not drawn)	-16	6	-5	-19	-10
47	COC(=O)c1ccc(NS(=O)(=O)c2ccccc2)o1	-3	0	-1	10	-3
48	COc1ccc(S(=O)(=O)N2Cc3ccccc3CC2C(=O)N2CCOCC2)cc1 (stereo not drawn)	-8	0	-6	-11	-5

cpd	M1 ag	CHO-K1 Ca ag	CHO parental Ca	CHO-K1 Ca PAM
37	-4	0.5	-20	24
38	-2	2.3	-5	-7
39	-7	3.6	-7	22
40	2	-0.1	-4	-9
41	-3	0.0	-4	-2
42	-2	0.4	-24	-16
43	-5	-0.3	-5	9
44	0	2.8	-22	23
45	-1	0.0	-17	-3
46	-3	-0.3	12	1
47	-7	0.5	-6	20
48	-4	0.9	-14	16

Other structures follow:
cpd	Compound	OXTR potentiator	TAAR1 ag	CHO-K1 Ca antag	TAAR1 antag	CHRM1 antagonist
49	Cc1ccc(-n2c(=O)[nH]c3cc(C(=O)NC4CCN(Cc5ccccc5)CC4)ccc3c2=O)cc1	0	3	-13	-4	0
50	CCOc1ccccc1CN1CCN(Cc2ccc3cccc(OC)c3n2)CC1CCO (stereo not drawn)	.	4	1	9	-6
51	COc1ccc(CCNC(=O)CSc2ccc(-c3ccco3)nn2)cc1OC	5	0	-16	-7	-17
52	CC(C)(C)OC(=O)N1CCC[C@H]1C(=O)N/N=C/c1ccc2ncccc2c1	-5	4	-8	-37	-5
53	CCOc1ccc(C(=O)NC2CC(C)(C)NC(C)(C)C2)cc1	10	0	-13	-3	-7
54	CC(C)Cn1c(=O)c2c(nc3n2CCCN3Cc2ccccc2)n(C)c1=O	-2	0	8	5	0

cpd	M1 ag	CHO-K1 Ca ag	CHO parental Ca	CHO-K1 Ca PAM
49	-5	0.9	2	17
50	-5	0.7	.	-9
51	-6	0.8	-10	15
52	-4	1.1	-7	18
53	-5	4.0	1	19
54	-1	2.5	-7	-7
